AGP1-GFP MLPCN – modulators of TOR pathway AGP1-GFP in S. cerevisiae. S. cerevisiae AGP1-GFP multiplex flow cytometry, 3 h; GFP as percent of DMSO wells. GFP response vs DMSO, % at 10 µM. hit rate 0.02% among 320,000. AID 2066;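 active = GFP response relative to DMSO above a set limit, near screen average plus 3 SD, cut at about 150% in these data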;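 note: median GFP channel fluorescence of the gated AGP1 strain per well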
CIT2 TOR yeast – modulators of TOR pathway CIT2-GFP in S. cerevisiae. AID 2029. S. cerevisiae CIT2-GFP strain, flow cytometry, 3 h; 100 means same as DMSO wells. hit rate 0.065% among 320,000. GFP response vs DMSO, % at 10 µM;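 active = GFP response relative to DMSO above a set limit, near the screen mean plus 3 SD, cut at about 150% in these data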;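 note: ratio of well median GFP fluorescence to mean of DMSO wells on the plate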
LAP4 TOR yeast – modulators of TOR pathway LAP4-GFP in S. cerevisiae. S. cerevisiae LAP4-GFP multiplex, flow cytometry GFP, 3 h; median GFP as percent of DMSO wells. GFP response vs DMSO, % at 10 µM. hit rate 0.34% among 320,000. AID 2023;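 active = GFP response vs DMSO above a set limit, about the screen mean plus 3 SD, cut at about 150% in these data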
Efflux pump mplx – antifungal efflux pump inhibition, Nile Red retention. AID 485275. S. cerevisiae Candida pump triplex. inhibition, % at 10 µM. hit rate 0.44% among 330,000;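 active = plate passing quality check with inhibition over a set limit, or well fluorescence over plate mean plus 4 SD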;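 note: Nile Red retained in pooled yeast measured as flow cytometry median fluorescence; 0% = buffer negative control and 100% = Enniatin B positive control; higher means more Nile Red kept so more efflux inhibition; some compounds called inactive have numbers as strong as hits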
CR mimetic SO – caloric restriction mimetics inhibiting age-related superoxide in yeast; S. cerevisiae aged cells, superoxide DHE fluorescence; hits give low values; superoxide response (% of plate mean), % at 10 µM; hit rate 0.18% among 330,000;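 active = superoxide response under a set limit, about three screen SD below normal, cut at about 65% in these data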;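 note: yeast aged for seven days with compound at 30 °C before DHE staining; 100% = average MFI of all compound-treated wells on the plate with controls excluded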
RPL19A TOR yeast – yeast TOR pathway RPL19A-GFP modulation; S. cerevisiae RPL19A-GFP strain, flow cytometry, 3 h; hits give low values; percent response vs DMSO, % at 10 µM; hit rate 0.3% among 330,000; AID 2025;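 active = percent response vs DMSO below 50%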;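 note: median channel GFP fluorescence of the barcoded RPL19A-GFP strain; ratio of sample median GFP to plate DMSO average so 100% = DMSO; lower means less RPL19A-GFP as with rapamycin TOR inhibition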
AHR activator – activates the human aryl hydrocarbon receptor; hit rate 2.5% among 320,000; AHR-responsive luciferase reporter cells, luminescence; AID 2796; activation, % at 5 µM; P35869; in the data active = activation above about 47%;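 note: 0% = vehicle wells and 100% = reference agonist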
Target sequence (P35869 whole entry, looked up): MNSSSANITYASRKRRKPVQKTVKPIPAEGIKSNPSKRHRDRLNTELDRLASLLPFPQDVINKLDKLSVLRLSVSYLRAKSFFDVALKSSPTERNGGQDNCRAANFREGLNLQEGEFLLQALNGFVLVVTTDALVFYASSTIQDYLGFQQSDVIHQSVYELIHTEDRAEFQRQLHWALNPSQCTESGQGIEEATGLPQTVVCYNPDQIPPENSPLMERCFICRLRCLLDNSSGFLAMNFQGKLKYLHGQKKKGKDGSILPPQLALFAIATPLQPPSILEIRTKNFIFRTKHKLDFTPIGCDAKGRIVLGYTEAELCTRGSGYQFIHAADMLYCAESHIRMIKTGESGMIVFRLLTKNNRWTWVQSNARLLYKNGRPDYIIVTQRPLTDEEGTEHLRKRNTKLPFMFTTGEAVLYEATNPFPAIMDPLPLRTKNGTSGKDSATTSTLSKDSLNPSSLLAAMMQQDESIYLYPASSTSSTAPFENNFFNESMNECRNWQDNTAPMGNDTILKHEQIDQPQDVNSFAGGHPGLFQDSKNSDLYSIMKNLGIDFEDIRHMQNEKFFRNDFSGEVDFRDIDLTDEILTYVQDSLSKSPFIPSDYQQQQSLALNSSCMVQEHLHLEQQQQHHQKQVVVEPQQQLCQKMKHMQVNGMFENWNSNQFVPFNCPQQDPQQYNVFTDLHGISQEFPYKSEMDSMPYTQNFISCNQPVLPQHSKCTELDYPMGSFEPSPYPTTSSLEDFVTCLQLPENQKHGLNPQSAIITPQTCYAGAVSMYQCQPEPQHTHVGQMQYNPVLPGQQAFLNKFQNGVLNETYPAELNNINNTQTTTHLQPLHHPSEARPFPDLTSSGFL
MEP2-GFP yeast – alters MEP2-GFP fluorescence in TOR pathway yeast screen; S. cerevisiae MEP2-GFP strain, flow cytometry GFP, 3 h; 100% = DMSO control level; GFP response vs DMSO, % at 10 µM; hit rate 0.51% among 330,000; AID 2016;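 active = GFP response versus DMSO above a set limit, roughly screen mean plus 3 SD, cut at about 180% in these data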;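 note: median GFP fluorescence of the barcode-gated MEP2-GFP cells per well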
* hit, by the source's call; i = inactive; / = not tested or not shown.

mol,AGP1-GFP MLPCN,CIT2 TOR yeast,LAP4 TOR yeast,Efflux pump mplx,CR mimetic SO,RPL19A TOR yeast,AHR activator,MEP2-GFP yeast
O=C(NCCC1=CCCCC1)c1cc2ccccc2oc1=O,103.6,90.2,116.4,0.0,97.8,97.5,0.6,97.5
Cc1ccc(/C=C2\SC(=S)N(CCCC(=O)Nc3nccs3)C2=O)cc1,95.7,95.5,88.3,-0.1,101.4,100.2,-0.6,98.0
O=C(CN1CCN(S(=O)(=O)c2ccccc2)CC1)Nc1ccccc1C(=O)c1ccccc1,106.7,105.9,111.5,0.0,90.6,107.7,2.4,109.8
O=C(CCNS(=O)(=O)c1ccccc1F)N1CCN(S(=O)(=O)c2cccc(F)c2)CC1,97.0,86.4,94.5,0.7,113.0,91.2,-1.1,97.8
CC(C)O/C(=N\S(=O)(=O)c1ccc(Cl)cc1)c1ccccc1,/,98.5,99.4,0.1,82.0,99.5,-2.6,102.8
CC(=O)Nc1ccc(-c2csc(NCCc3ccccc3)n2)cc1,100.5,101.5,98.1,0.9,106.3,108.5,20.5,114.1
Cc1ccc(S(=O)(=O)N2CCN(C(=O)COC(=O)c3cc([N+](=O)[O-])ccc3NCCO)CC2)c(C)c1,93.2,92.2,88.4,-0.1,83.2,92.4,-1.3,88.4
N#CCCN(C(=O)CSc1n[nH]c(=O)[nH]c1=O)c1ccccc1,117.8,101.3,119.1,0.1,96.0,108.1,-0.1,115.1
COc1ccc(CNC(=O)C(OC(=O)c2ccco2)c2ccc(F)cc2)cc1 (configuration not stated),103.0,99.9,98.6,-0.1,105.0,101.1,0.3,92.3
O=C(O)c1ccc(NS(=O)(=O)c2cccc3nsnc23)cc1,102.4,103.2,105.7,-0.2,91.6,98.1,0.3,105.0
CCC(CC)C(=O)OCC(=O)Nc1ccc(S(=O)(=O)N2CCOCC2)cc1OC,103.7,98.6,100.5,0.0,99.4,103.0,0.1,105.0
Cc1cc(NC(=O)CN2CCC(n3nnc4cc(C(F)(F)F)ccc43)CC2)no1,110.7,106.0,110.8,0.1,101.7,102.1,3.4,112.5
COc1ccc(C(C)=O)cc1CS(=O)(=O)CC(=O)NCCc1c[nH]c2ccccc12,102.8,94.4,113.7,-0.2,87.8,100.0,23.2,103.8
Cc1cc(C)c(NC(=O)C2CCCN2C(=O)NC2CCCCC2)c(C)c1 (configuration not stated),103.5,106.3,94.2,-0.4,110.6,100.0,-0.1,100.8
CC(C)n1cc(/C=C2/SC(=O)N(CC(=O)N3CCCC3)C2=O)c2ccccc21,94.9,97.0,99.4,0.1,122.5,96.1,7.4,103.5
NC(=O)c1cccnc1Oc1cccc(Cl)c1,98.7,96.6,100.2,0.0,103.7,98.3,13.8,97.2
O=C(O)c1ccc2c(c1)C(=O)N(c1nccs1)C2=O,103.9,100.7,112.2,-0.1,100.6,100.5,0.5,102.1
O=C(CCN1C(=O)S/C(=C\c2ccccc2)C1=O)N1CCCCC1,95.0,89.6,105.2,0.6,114.2,102.7,1.6,115.9
CN(C(=O)NC1CC(=O)N(c2ccc3c(c2)OCCO3)C1)c1ccccc1 (configuration not stated),99.6,99.2,106.9,0.0,112.3,101.0,1.4,110.4
COC(=O)C1CN(C(=O)COc2ccc(C)c(C)c2)c2ccccc2O1 (configuration not stated),93.8,101.5,99.1,-0.1,107.8,99.8,20.5,107.8
Cc1ccc(-c2ccc(=O)n(Cc3c(F)cccc3Cl)n2)cc1,103.2,98.5,112.9,-0.1,100.3,110.9,/,109.6
CCOC(=O)CC(=O)Nc1nnc(C(C)C)s1,103.3,97.4,107.8,0.1,108.5,94.7,12.5,96.6
CCN(CC(=O)Nc1ccc2c(c1)OCO2)S(=O)(=O)c1ccccc1,85.6,107.6,101.6,0.2,99.1,95.0,28.8,99.3
CC(=O)OCC1=C(C(=O)O)N2C(=O)C(NC(=O)CCn3nc(C(F)(F)F)c(Br)c3C3CC3)C2SC1 (configuration not stated),109.5,107.7,109.6,0.0,102.5,105.6,0.9,108.1
COC(=O)c1cc(C(=O)OCC(=O)c2ccc[nH]2)cc([N+](=O)[O-])c1,99.5,86.3,113.7,0.2,115.8,96.6,3.3,97.4
COc1cc2c(cc1OC)C1(CCCCC1)CN(C)C2,109.2,103.1,101.4,0.0,91.8,96.4,-2.0,99.8
O=C(Nc1ccc(C2=NCCN2)cc1)c1ccc(C(=O)Nc2ccc(C3=NCCN3)cc2)c([N+](=O)[O-])c1,105.5,101.6,100.3,1.1*,101.7,99.2,-1.3,101.3
COc1ccc(CNC(=O)C2CCC(CNc3c(N4CCOCC4)c(=O)c3=O)CC2)cc1 (configuration not stated),98.5,92.8,100.3,0.1,102.2,100.3,-0.9,95.3
O=C(Nc1ccncc1)c1ccc2c(c1)OCCO2,104.9,107.9,101.7,-0.1,87.6,98.1,11.2,106.8
O=C(c1n[nH]c(=O)c2ccccc12)N1CCN(c2ccc(F)cc2)CC1,98.4,96.9,99.6,0.2,99.6,99.2,1.4,100.0
CCC(=O)NC(=S)Nc1cccc(NC(=O)c2ccccc2C)c1,101.7,87.5,111.2,0.1,100.1,100.1,3.2,93.0
Cc1nc2ccccc2n1/N=C/c1cccnc1,85.4,/,99.9,-0.1,97.7,93.1,13.9,95.6

Next part, starting with the last four of the part before.
mol,AGP1-GFP MLPCN,CIT2 TOR yeast,LAP4 TOR yeast,Efflux pump mplx,CR mimetic SO,RPL19A TOR yeast,AHR activator,MEP2-GFP yeast
O=C(Nc1ccncc1)c1ccc2c(c1)OCCO2,104.9,107.9,101.7,-0.1,87.6,98.1,11.2,106.8
O=C(c1n[nH]c(=O)c2ccccc12)N1CCN(c2ccc(F)cc2)CC1,98.4,96.9,99.6,0.2,99.6,99.2,1.4,100.0
CCC(=O)NC(=S)Nc1cccc(NC(=O)c2ccccc2C)c1,101.7,87.5,111.2,0.1,100.1,100.1,3.2,93.0
Cc1nc2ccccc2n1/N=C/c1cccnc1,85.4,/,99.9,-0.1,97.7,93.1,13.9,95.6
CCCCN1C(N)=NC[C@@H]1CCCCN,106.0,105.1,99.4,0.1,99.5,99.0,1.8,102.0
Cc1ccc(N(CC(=O)O)C2SC(=O)NC2=O)cc1 (configuration not stated),99.3,98.2,92.8,-0.1,95.3,100.7,2.7,98.9
O=C1/C(=C\c2cccnc2)CN(Cc2ccccc2)C/C1=C\c1cccnc1,85.9,91.3,106.2,0.1,101.2,92.8,-1.0,89.3
Cc1ccc([N+](=O)[O-])cc1NC(=O)c1ccc(-c2ccccc2)cc1,99.3,99.8,104.2,0.0,90.6,98.1,67.1*,101.5
COC(=O)c1c(NC(=O)C2SC(=NC3CCCCC3)C(C(N)=O)=C2N)sc2c1CCCC2 (configuration not stated),98.9,90.0,102.7,-0.3,112.4,101.3,4.5,114.2
CSc1ccc(Cn2nnc(C(=O)Nc3ccc(C)c(C)c3)c2N)cc1,100.8,93.9,100.4,0.1,103.4,95.1,30.7,97.2
Cc1noc(C)c1CSCC(=O)N(C)CC(=O)Nc1cccc(F)c1,98.0,100.3,75.2,-0.1,106.5,103.6,2.1,99.7
COc1ccc(C(CNC(=O)C(=O)Nc2ccc3c(c2)OCCO3)N2CCN(C)CC2)cc1 (configuration not stated),109.1,110.5,111.6,0.0,79.0,101.3,0.4,103.4
COc1ccccc1-c1nn(-c2ccccc2)cc1C(=O)N1CCc2ccccc2C1,94.1,91.2,97.1,0.1,92.0,94.0,16.6,95.0
CCn1c(=O)c(C(=O)NCc2ccc3c(c2)OCO3)c(O)c2ccccc21,100.0,104.8,88.9,-0.1,100.1,102.7,1.6,100.0
CSCc1ccc(C(=O)N2CCCC(Nc3ccc4c(c3)OCCO4)C2)o1 (configuration not stated),113.1,108.7,107.2,0.0,110.2,106.9,5.0,105.4
Cc1cccc(NC(=O)c2ccc(S(=O)(=O)N3CCOCC3)cc2)c1C,94.5,99.7,83.4,0.0,108.7,98.7,-2.2,96.2
C/C(=C\c1ccccc1)C(=O)NCCc1ccccc1,105.6,103.7,113.0,0.1,113.5,107.7,1.1,114.5
CNc1nnc(C(F)(F)F)s1,106.1,100.0,107.5,0.3,120.3,102.8,0.5,103.1
CC(C)(O)[C@H](O)Cc1cc2ccc(=O)oc2cc1O[C@@H]1O[C@H](CO)[C@@H](O)[C@H](O)[C@H]1O,94.1,88.1,94.3,-0.3,96.9,93.2,0.9,99.2
Cn1ncc(Br)c1C(=O)Nc1c(F)c(F)cc(F)c1F,113.7,107.4,101.7,0.1,98.8,108.0,0.1,103.7
C/C(=N/NC(=O)c1ccco1)c1ccc(NC(=O)c2ccc(Br)o2)cc1,102.9,102.7,97.2,-0.1,111.1,100.8,4.0,96.7
NC(=O)c1cc([N+](=O)[O-])c(Cl)cc1NCc1ccncc1,92.8,93.9,125.7,0.0,91.7,102.2,10.9,100.4
COc1ccc(S(=O)(=O)Nc2ccc3c(c2)OCCO3)cc1Cl,108.5,107.2,104.8,0.2,109.2,113.5,-1.4,108.5
O=C(CSc1ncnc2c1cnn2-c1ccccc1)Nc1ccccc1,84.8,83.9,77.7,-0.1,98.5,114.3,1.2,99.2
CCOC(=O)CSc1nnc(NC(=O)c2cccc([N+](=O)[O-])c2C)s1,104.4,98.8,96.9,-2.9,117.3,105.4,-2.6,104.5
COc1cc(Nc2nc(SCC#N)nc3ccccc23)cc(OC)c1OC,84.4,94.4,96.6,-0.1,92.9,94.0,7.9,109.8
COc1cc(C(=O)NCC(=O)NCCSc2ccc(Br)cc2)cc(OC)c1OC,111.0,92.5,115.8,-0.1,92.3,98.5,1.9,98.3
CC(=O)Nc1ccc(C)cc1NC(C)=O,97.8,98.7,103.8,0.2,106.7,103.6,-0.6,102.8
COc1cc(OC)nc(Oc2ccccc2/C=N/O)n1,103.8,97.6,102.0,0.1,i,97.7,0.6,98.7
COc1ccc(NS(=O)(=O)c2cccc(C(=O)NCC(c3ccccc3)N(C)C)c2)cc1 (configuration not stated),103.2,93.9,103.1,0.1,90.7,96.4,3.5,98.7
Cc1cc(NC(c2cccnc2)c2c(C)[nH]c3ccccc23)no1 (configuration not stated),92.8,95.5,94.1,0.0,100.4,97.2,11.0,99.6
CC1=CC(C)C(C[N+]2(C)CCCCC2)C(C)C1 (configuration not stated),94.9,104.2,99.4,0.0,90.7,99.0,-4.5,100.4
O=C(NCc1ccc(F)cc1)C(c1ccccc1)N(C(=O)c1csnn1)C1CCCC1 (configuration not stated),107.7,113.5,98.2,-0.1,91.0,99.7,2.8,109.6
COc1ccccc1NS(=O)(=O)c1cccc(C(=O)N2CCN(C(=O)c3ccco3)CC2)c1,100.4,95.9,94.2,0.0,99.3,98.5,1.4,95.7
COc1cc(C2c3sc(=O)[nH]c3SC3C(=O)N(c4ccc(Br)cc4)C(=O)C32)ccc1O (configuration not stated),110.7,99.7,104.4,0.1,107.4,102.9,4.5,108.4
